Assay outcomes as filed in PubChem BioAssay.
TAG inh: inhibitors of triacylglycerol accumulation. inhibition, % at 12.5 µM. 0.66% of 230,000 active. H9c2 cells, Nile Red lipid (TAG) fluorescence; cells loaded with 200 µM oleic acid;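 active means pattern-corrected inhibition of lipid staining of at least 50% with the nuclear-stain viability signal not falling by more than 50%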;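 further: 0% = DMSO wells and 100% = triacsin C control wells; some results filed as inactive read as strong as hits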
TAG inh DAPI viability: recorded beside TAG inh, whose call it bears; DAPI nuclei signal change (viability), lower = more cytotoxic, %;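 whole-well DAPI fluorescence read on a plate reader as a viability signal; minus 50 percent equals half of cells still viable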
Active calls of the source: *.

Molecule,TAG inh DAPI viability,TAG inh
COc1ccc2[nH]c3c(c2c1)CCN1C(=O)C(CC(=O)NCC24CC5CC(CC(C5)C2)C4)C[C@H](C(=O)N(C(C)C)C(C)C)[C@@]31C (stereo not given in full),-1.0*,51*
Cc1c(C(=O)NCc2ccc3c(c2)OCCO3)sc(=O)n1Cc1ccccc1C#N,-4,6
CCCCOc1cc(=O)[nH]c(=O)[nH]1,4,-4
CCN(CC(=O)Nc1c(F)cccc1F)C(=O)C1CCN(S(=O)(=O)c2ccccc2C(=O)OC)CC1,0,8
COc1ccc(N2C(=O)C(F)(F)C2c2ccccc2F)cc1 (stereo not given),-6,-4
CN(C)CCCNC(=O)C(=O)NCC1CCCO1 (stereo not given),-5,9
Fc1ccc(Oc2cnns2)cc1,-15,-6
CCOC(=O)C1(O)CC(C)=NN1C(=O)c1cccc(Br)c1 (stereo not given),12,-12
CC(C)c1ccc2[nH]c(O)c(N=NC(=O)c3cccc(S(=O)(=O)Nc4cccc(Cl)c4)c3)c2c1,4,10
CC1(Cc2cccc(C(F)(F)F)c2)C(=O)Nc2c(Cl)ccc(Cl)c21 (stereo not given),-7,0
COc1cc(/C=N/NC(=O)c2ccncc2)ccc1OC(=O)c1cccc(F)c1,-8,19
Cc1cc(=O)oc2cc(OCC(=O)NC3CCCCC3)c(Cl)cc12,-12,12
COc1ccc(C2C(C(=O)N3CCOCC3)=C(C)NC3=C2C(=O)CC(C)(C)C3)c(OC)c1 (stereo not given),6,11
O=C(Nc1cccc(NC(=O)c2cccc([N+](=O)[O-])c2)n1)c1cccc([N+](=O)[O-])c1,2,-1
N#CCn1c(CCl)nc2ccccc2c1=O,1,-4
CCOc1ccc(Nc2ncnc3c2cnn3C)cc1,-5,0
O=C(NNC(=O)C1CC=CCC1)c1ccccc1Cl (stereo not given),-3,14
Fc1ccc(COc2ccc(/C=N/n3cnnc3)cc2)cc1,-1,13
Cc1cc([N+](=O)[O-])nn1CCCC(=O)NC1CCCCC1,2,9
O=C1C(=Cc2ccco2)CCCC1=Cc1ccco1,-4,3
NC(=S)NN=C1C2CC3CC(C2)CC1C3,-5,-6
CCOC(=O)c1cc(S(=O)(=O)N2CCN(C(=O)OCC)CC2)cn1C,-3,-5
CCOC(=O)c1c(NC(=S)NC)sc2c1CC(C)(C)SC2,-1,8
Cc1nn(CC(=O)N(CC(C)C)C2CCS(=O)(=O)C2)c(C)c1[N+](=O)[O-] (stereo not given),0,2
O=C(Nc1ccc(S(=O)(=O)N2CCCC2)cc1)c1cccc(OC(F)F)c1,-2,-1
Cc1c(C(=O)N/N=C/c2ccc(N(C)C)cc2)[nH]c2ccc(Cl)cc12,-5,33
CC(=O)N=c1c(C#N)cc2c(=O)n3cccc(C)c3nc2n1Cc1ccco1,-2,13
Cc1noc(C)c1CSc1nc2ccccc2c(=O)n1-c1ccccc1,-8,18
O=c1oc2ccccc2n1CCCCCn1c(=O)oc2ccccc21,-11,-12
O=C(CSc1ccc2nnc(-c3ccc(F)cc3)n2n1)N1CCOCC1,-5,12
O=C(Nc1ccc2c(c1)Cc1ccccc1-2)c1ccccc1F,6,-10
O=S(=O)(Nc1ccc(Oc2ncccn2)c(Cl)c1)c1ccc(F)cc1,7,-7
CSc1ccccc1NC(=O)C1=COCCO1,-8,6
CCn1c(SCC(=O)Nc2ccccc2N2CCOCC2)nnc1-c1ccccc1,-7,8
Cc1c(NS(=O)(=O)c2ccc3c(c2)Cc2ccccc2-3)c(=O)n(-c2ccccc2)n1C,0,-1
CSc1nc(C)c(CCOCc2ccccc2)c(=O)[nH]1,2,22
FC(F)(F)c1ccc(-c2nnc(-c3ccccn3)c(-c3ccccn3)n2)nc1,-4,0
CC12CCC(=O)C=C1CCC1C2C(=O)CC2(C)C1CCC2(O)C(=O)CO (stereo not given),-7,7
CCn1c(N)c(C(=O)Nc2ccccc2C(=O)OC)sc1=S,-6,1
O=c1cc(-c2ccc([N+](=O)[O-])cc2)c2cc3c(cc2[nH]1)OCCO3,-8,13
COc1ccc(OCC(=O)NNC(=O)c2ccccc2OCc2c(C)noc2C)cc1,-2,2
CCOC(=O)c1c(OCC)[nH]c2ccc(O)cc12,-2,-8
O=C(NCCCN1CCN(c2ccccc2F)CC1)C1CCN(S(=O)(=O)N2CCOCC2)CC1,0,2
COc1ncnc2c1ncn2CCCNCc1ccc2c(c1)OCO2,7,-4
COc1cc2c(cc1OC)C1=C(C#N)CCC(=NC(=O)c3ccco3)N1CC2,-9,-8
Cc1cccc(NC(=O)CN2C(=O)c3ccccc3S2(=O)=O)n1,8,4
CCOC(=O)c1nnn(-c2nonc2-n2cccc2)c1-c1cccc([N+](=O)[O-])c1,1,-11
CS(=O)(=O)c1ncc(CO)n1Cc1ccccc1,5,3
O=C1C=C(c2ccccc2)C(=O)N1Nc1ccccc1,-5,21
CCOC(=O)[C@H]1[C@H]2COc3ccc(Br)cc3[C@@H]2N2C(=O)c3cc(OC)c(OC)cc3NC(=O)[C@@]12C,-6,22
COc1ccc(N2CC(C(=O)N/N=C/c3c[nH]c4ccccc34)CC2=O)cc1 (stereo not given),-10,-4
Cc1cc(C)n2nc(SC(C)C(=O)N(C)c3ccccc3)nc2n1 (stereo not given),-3,-12
O=C(NC1CCCc2ccccc21)c1ccc(Cl)nc1 (stereo not given),-14,14
CCc1n[nH]c2c1/C(=N\O)CC(c1ccccc1)C2 (stereo not given),-3,-9
CCN1CCN(C(=O)C(Cc2ccccc2)NC(=O)c2ccc(Cl)c(S(=O)(=O)N(C)C)c2)CC1 (stereo not given),-1,-3
O=[N+]([O-])c1cccc(NC(=S)N2CCc3ccccc32)c1,-5,11

Going on with the list:
Molecule,TAG inh DAPI viability,TAG inh
CCc1cc2cccc(C)c2nc1SCC(=O)Nc1nonc1C,-10,0
CO/N=C/C(C(C)=O)C(=O)Nc1ccc(Cl)cc1Cl (stereo not given),-8,7
CC(C)c1ccc(NC(=O)CSc2n[nH]c(=O)n2-c2cccnc2)cc1,-6,-6
CCC(c1nnc(SCC(=O)Nc2nnc(-c3ccccc3)o2)o1)N(C)C (stereo not given),-4,-8
Cc1cccc(N2CCN(CC(=O)Nc3ccc(-n4cnnn4)cc3)CC2)c1C,3,-25
Cc1nn(C(=O)c2ccccc2)c2c1C(=O)CC(C)(C)C2,1,14
N#Cc1cnn(CC2CCCCC2)c1N,-3,-10
COc1ccccc1CC(=O)Nc1ncc(C)s1,2,-7
COCCn1c(C)cc(C(=O)COC(=O)c2ccc(Cl)c(S(N)(=O)=O)c2)c1C,13,-6
CN(C)C(=S)Nc1cccc(F)c1,2,-4
COC(=O)c1cc(-c2cccc(OC)c2)on1,14,-23
CC(C)(C)NC(=O)NC(=O)COC(=O)CNC(=O)c1cccc(F)c1,5,-10
O=C([C@@H]1CC=C[C@@H]2CCN(C3CC3)C(=O)[C@@H]21)N1CCN(c2ccccc2)CC1,4,22
Cc1cc(Cl)ccc1NC(=O)CN1CCCC1,-1,7
CC(=O)c1ccc(S(=O)(=O)NCCC(=O)OCC(=O)NCCc2ccccc2)cc1,13,4
Cc1nnc(SCC(N)=O)n1CC1CCCO1 (stereo not given),-2,0

Taken from above:
Result for COc1ncnc2c1ncn2CCCNCc1ccc2c(c1)OCO2 under TAG inh DAPI viability: 7
Result for CO/N=C/C(C(C)=O)C(=O)Nc1ccc(Cl)cc1Cl (stereo not given) under TAG inh: 7

Next results:
Molecule,TAG inh DAPI viability,TAG inh
COc1ccc(-c2c(NC(=O)c3ccco3)n(-c3ccccc3)nc(C)c2=O)cc1,5,-7
O=C(c1cccs1)N1CCN(S(=O)(=O)N2CCOCC2)CC1,-3,13
Cc1ccc(CN2CCCOCCS2(=O)=O)cc1,1,-15
CC(=O)Nc1cccc(/C(C)=N/NC(N)=S)c1,-2,-12
Cc1c(NC(=O)/C(C#N)=C/c2ccc(-c3ccccc3Cl)o2)c(=O)n(-c2ccccc2)n1C,-12,-1
COC(=O)c1ccc(CSc2ncnc3c2nnn3-c2ccc(F)cc2)o1,2,-8
COc1cc(CN(C)Cc2nc3cc(C(F)(F)F)ccc3c(=O)[nH]2)ccc1OC(F)F,0,-14
COc1ccc(S(=O)(=O)NC2CCCCCC2)c(OC)c1,-9,-1

Structures above containing a cyano group, in the order listed:
Molecule,TAG inh DAPI viability,TAG inh
Cc1c(C(=O)NCc2ccc3c(c2)OCCO3)sc(=O)n1Cc1ccccc1C#N,-4,6
N#CCn1c(CCl)nc2ccccc2c1=O,1,-4
CC(=O)N=c1c(C#N)cc2c(=O)n3cccc(C)c3nc2n1Cc1ccco1,-2,13
COc1cc2c(cc1OC)C1=C(C#N)CCC(=NC(=O)c3ccco3)N1CC2,-9,-8
N#Cc1cnn(CC2CCCCC2)c1N,-3,-10
Cc1c(NC(=O)/C(C#N)=C/c2ccc(-c3ccccc3Cl)o2)c(=O)n(-c2ccccc2)n1C,-12,-1

Additional entries.
Molecule,TAG inh DAPI viability,TAG inh
CCNC(=S)NNC(=O)C1CCN(Cc2ccccc2)CC1,9,-17
Cc1ccccc1-n1c(SCC(=O)N2CCCCC2)nc(O)cc1=O,0,11
CCOc1ccc(N2C(=O)C(C)CNC2=S)cc1 (stereo not given),-1,-2
c1cncc(CNc2cccc(-c3nc4ccccc4[nH]3)c2)c1,14,-1
CC1(C)Nc2ccccc2N(CCC(=O)N2CCOCC2)C1=O,-3,-16
N#Cc1nnn2c1nc(N)c1c(F)cccc12,1,5
O=C(NCC(c1ccco1)N1CCN(c2ccc(F)cc2)CC1)C(=O)NC1CCCC1 (stereo not given),-9,-11
Cc1ccc(C(=O)OCC(=O)c2ccc[nH]2)s1,-2,-2
CN(Cc1cnccn1)Cc1nc(Cc2cccc(F)c2)no1,-11,16
CCCCOc1ccc(OCCCN2CCOCC2)cc1,12,-21
CCOc1ccc(C(=O)N[C@H](C(=O)O)C(C)C)cc1,-13,-12
COCC1CCN(C(=O)C2CCC(=O)N(CCc3cccc(F)c3)C2)CC1 (stereo not given),-5,7
COC(=O)c1ccccc1OCc1cccc(C)n1,0,10
CC(=O)c1cccc(NC(=O)C2C(c3ccccc3)C2(Cl)Cl)c1 (stereo not given),0,5
O=C(Nc1ccc(Cl)cn1)c1cccnc1,-18,22
O=C(Nc1ccc([N+](=O)[O-])cc1)Nc1ccc(Cl)cc1F,-11,-17
CC(=O)c1ccc(S(=O)(=O)N2CCN(C(C)=O)CC2)cc1,-3,-8
CC(C)Nc1ncnc2c1ncn2[C@H]1CN(Cc2ccc3c(c2)OCO3)C[C@@H](CO)O1,-1,8
CCCCc1c(C)nn(-c2nnc3c4ccccc4n(CC)c3n2)c1C,0,4
CCCCCN(C(=O)CCC(=O)OCC(=O)N(C)c1ccccc1)c1c(N)n(CCCC)c(=O)[nH]c1=O,8,6
Cn1c(=O)c(Oc2ccc(Cl)cc2)c(O)c2ccccc21,-1,-7
CC(=O)c1cc(C#N)c(Oc2ccc(F)cc2)nc1C,-18,3
O=[N+]([O-])c1cccc(-c2ncc3ccccn23)c1,-6,13
O=C(C1CCN(Cc2nc(-c3ccc(Cl)cc3)no2)CC1)N1CCOCC1,3,-5
OC1CSc2nc3ccccc3n2C1 (stereo not given),-2,-10
CCOC(=O)C(Cc1ccnc2ccccc12)=NO,14,-12
COc1ccc(O)c(C(=O)/C=C/c2cc3ccccc3o2)c1,-12,-7
O=C(Nc1ccc(Br)cc1)c1cc2ccccn2n1,1,-8
Cc1cc(=O)c2cccc(Br)c2[nH]1,-4,9
COc1cc2cc(CCCOC(=O)c3ccc(C(F)(F)F)cc3)oc(=O)c2cc1OC,3,3
COc1ccc(Cc2noc(CN3CCCN(Cc4ccc(F)cc4)CC3)n2)cc1OC,6,-5
Cc1ccc(C(=O)OCC(=O)Nc2ccccc2Cl)c(O)c1,4,-7
N/C(=N\N=C/c1ccc(F)cc1)N/N=C\c1ccc(F)cc1,6,3
COCC(C)NC(=O)c1ccc2c(c1)S(=O)(=O)c1ccccc1C2=O (stereo not given),-2,6
C#CCOc1ccccc1CNc1ccccc1,-2,-4
CC(=O)Nc1ccc(C(=O)NNC(=O)Cc2ccccc2)cc1,1,-9
Cn1nc(C(C)(C)C)cc1C(=O)N1CCCC(c2cc(C(=O)NCc3ccccc3)no2)C1 (stereo not given),2,7
CCNC(=O)C1(C)CCN(C(=O)c2cccc3ccccc23)C1 (stereo not given),-1,9
O=C(/C=C/c1ccc(Cl)cc1Cl)c1cccnc1,0,-9
Cc1cnc(NC(=O)c2ccccn2)s1,-16,43
N[C@@H](Cc1ccccc1)c1nnc(SCc2ccccc2Cl)o1,6,0
O=C(OCc1nc2ccccc2c(=O)[nH]1)c1cccs1,-5,-2
O=C(CCC1CCCCC1)NCCS(=O)(=O)N1CCN(c2ccccc2)CC1,-2,-5
COC(=O)c1cc(OC)c(OC)cc1NC(=O)Nc1ccccc1F,3,10
CCOP(=O)(OCC)C(NCc1ccccc1)c1ccc(Br)cc1 (stereo not given),4,-2
CCCCCOC(=O)C(C)c1c(C)[nH]c(=S)[nH]c1=O (stereo not given),-12,-12
CCOC(=O)CNC(=O)C1(NC(=O)CNC(=O)OCc2ccccc2)CCCC1,-6,3
O=C(CN1C(=O)NC2(CCCC2)C1=O)N1CCc2ccccc2C1,-5,3
CN(C(=O)c1ccc(NC(=O)Cc2cccc(NC(=O)C3CCN(C(=O)C4CCCC4)CC3)c2)cc1)C1CC1,5,6
COc1cc(Cl)cc(C(=O)O)c1OCC(=O)O,-2,5
CC(C)C(C(=O)NCc1ccco1)N(C(=O)CNS(=O)(=O)c1ccccc1)c1ccccc1 (stereo not given),-6,1

An excerpt; rates above refer to the full screens.
